# Screening data: PubChem, Broad Institute
# SIRT5 inh: blocks human SIRT5 desuccinylation of peptide | Purified SirT5, succinyl-peptide AMC, trypsin-coupled fluorescence | Q9NXA8 | inhibition, % at 15 µM | 330,000 tested, 1.1% active; in the data active means inhibition above about 15%; inconclusive means no clear call, values can overlap the other calls
# Target sequence (Q9NXA8 whole entry, looked up): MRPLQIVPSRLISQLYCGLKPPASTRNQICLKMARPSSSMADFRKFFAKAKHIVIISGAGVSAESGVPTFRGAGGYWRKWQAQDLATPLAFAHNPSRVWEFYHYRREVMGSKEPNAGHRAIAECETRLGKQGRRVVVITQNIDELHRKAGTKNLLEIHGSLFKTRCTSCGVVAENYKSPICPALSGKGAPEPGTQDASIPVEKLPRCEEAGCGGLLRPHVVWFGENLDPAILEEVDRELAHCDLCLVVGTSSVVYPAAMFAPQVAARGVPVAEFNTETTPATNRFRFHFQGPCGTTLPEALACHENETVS
# ERp5 block: blocks human ERp5 reductase activity on insulin; ERp5 insulin aggregation, absorbance 650 nm, 90 min; inhibition, % at 9.99 µM; 350,000 tested, 0.05% active;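 active means mean replicate inhibition above about 25%, with every replicate also reaching it, limit read from the data, passing the limit was not always enough; inconclusive means only one of those two criteria met; inactive means neither criterion met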
# Target sequence (Q15084 whole entry, looked up): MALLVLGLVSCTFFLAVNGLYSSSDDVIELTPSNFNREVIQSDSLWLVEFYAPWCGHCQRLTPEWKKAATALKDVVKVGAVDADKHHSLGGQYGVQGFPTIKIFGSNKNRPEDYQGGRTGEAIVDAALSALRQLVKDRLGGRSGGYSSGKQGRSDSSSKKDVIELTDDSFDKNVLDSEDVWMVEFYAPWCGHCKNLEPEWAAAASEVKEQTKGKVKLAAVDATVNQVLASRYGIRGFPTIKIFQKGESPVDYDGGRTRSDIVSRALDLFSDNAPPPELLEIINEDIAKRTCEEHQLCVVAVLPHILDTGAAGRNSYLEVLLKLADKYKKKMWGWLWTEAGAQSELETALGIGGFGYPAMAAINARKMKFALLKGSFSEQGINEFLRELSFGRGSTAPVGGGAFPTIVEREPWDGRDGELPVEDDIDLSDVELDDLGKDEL
# F508del corr: CFTR F508del correction in bronchial cells; CFBE cells, YFP halide quenching; stimulated with forskolin plus potentiator P3; % fluorescence drop versus neutral controls; activity (quench increase), % at 7.58 µM; 350,000 tested, 0.36% active; AID 720511;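 active means mean added fluorescence quench of at least 8% versus neutral control, with both replicates also reaching 8%; inconclusive means only one of the mean or replicate conditions met; inactive means mean below 8% and not both replicates reaching 8%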;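 further: cells transiently co-express mutant CFTR-F508del with the halide-sensitive YFP; corrector assay measuring rescue of mutant channel to the surface after 24 h compound exposure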
# DENV2 CPE: DENV2-induced cell death inhibition | CPE inhibition, % at 9.99 µM | DENV2-infected cells, cytopathic effect rescue, plate reader | 350,000 tested, 1.7% active; in the data active means CPE inhibition above about 20%, passing the limit was not always enough; inconclusive means no clear call, values can overlap the other calls; tested in BHK-21 cells;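 further: 0% = median of neutral control wells and 100% = median of positive control wells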
# ERAP1 inh: ERAP1 (human) enzyme inhibition; recombinant ERAP1, Leu-AMC fluorescence, 60 min; inhibition, % at 10.7 µM; 340,000 tested, 0.15% active;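 active means mean replicate inhibition of at least 30%, or all replicates individually reaching that 30% level; inactive means mean below 30% and not every replicate reaching it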;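 further: 0% = neutral control wells and 100% = L-leucinethiol positive control wells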
# miR-122 sensor: inhibitors of miR-122 in Huh7 cells; Huh7 miR-122 Renilla luciferase sensor, 48 h; neutral wells = 0, positive control = 100; AID 602342; 340,000 tested, 0.3% active; activation (reporter increase), % at 12.5 µM;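 active means mean replicate activation score at least 90 and every replicate individually at or above 90; inconclusive means only one of the two criteria met; inactive means neither criterion met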;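 further: higher luciferase means less miR-122 activity so hits act as miR-122 inhibitors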
# CASP6 VEID inh: caspase-6 (human) enzyme inhibition. inhibition, % at 12.5 µM. P55212. 350,000 tested, 0.53% active. AID 686996. purified caspase-6, Z-VEID-R110 cleavage fluorescence;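 active means mean inhibition across replicates at least about 35%, with every replicate also reaching that limit, limit read from the data; inconclusive means only one of the two criteria met; inactive means neither criterion met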;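 further: 0% = median of neutral control wells and 100% = no fluorescence left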
# Target sequence (P55212 24-179 limits assumed): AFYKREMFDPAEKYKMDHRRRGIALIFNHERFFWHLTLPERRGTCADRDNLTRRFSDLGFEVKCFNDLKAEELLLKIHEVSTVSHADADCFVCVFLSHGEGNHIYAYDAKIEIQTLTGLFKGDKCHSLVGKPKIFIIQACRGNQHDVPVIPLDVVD
# Target sequence (P55212 194-293 limits assumed): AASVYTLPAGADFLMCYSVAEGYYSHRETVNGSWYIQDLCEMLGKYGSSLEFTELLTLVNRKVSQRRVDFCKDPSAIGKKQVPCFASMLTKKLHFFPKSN
# Numbers without * were called inactive; ? = inconclusive; . = no result given; & = joins results of further samples; [ ] = dose if it differs, or a comment.
SMILES,SIRT5 inh,ERp5 block,F508del corr,DENV2 CPE,ERAP1 inh,miR-122 sensor,CASP6 VEID inh
C[C@@H]1CCCCO[C@H](CN(C)Cc2ccc3c(c2)OCO3)[C@@H](C)CN([C@@H](C)CO)C(=O)c2cc(NS(C)(=O)=O)ccc2O1,6,?,-0.5,-7,1,17[16.7 µM],-2
C[C@H](CO)N1C[C@H](C)[C@H](CN(C)C(=O)c2ccc(F)cc2)Oc2ncc(-c3ccc(F)cc3)cc2C1=O,-1,2,1.2,10,-4,1[16.7 µM],3
COc1cc2ccc(C(C)=NOC(C)=O)cc2cc1OC,-1,-7,-0.2,2,-1,.,.
COc1ccc2c3c([nH]c2c1)[C@H](CO)N(C(C)=O)CC31CCN(Cc2ccccc2Cl)CC1,.,1,1.8,7,-2,.,.
Cc1ccccc1OCC(O)CNC1CCCC1 (stereo not given),3,-3,0.9,4,2,0,-2
Cc1ccc(C(=O)NCCCN2CCOCC2)cc1S(=O)(=O)N1CCCCC1,-4,-2,-4.0,-1,0,69,3
NC(=O)c1nn(CC(=O)Nc2ccc3c(c2)OCO3)cc1[N+](=O)[O-],-2,4,1.9,.,-5,5,-2
CCCNC(=O)[C@H]1[C@H](CO)[C@H]2Cn3c(cccc3=O)[C@H]2N1CC1CCCCC1,4,-1,-2.9,16,-1,-3[16.7 µM],1
CCc1nc2c(OCC(N)=O)cccn2c1N(C)C(=O)c1ccc(OC)cc1,.,2,-1.7,-3,-1,-3,1
C[C@@H]1CCCCO[C@@H](CN(C)Cc2ccc(Cl)c(Cl)c2)[C@H](C)CN([C@H](C)CO)C(=O)c2cc(NS(=O)(=O)c3cccs3)ccc2O1,0,3,-1.7,-33,-1,-9[16.7 µM],0
COC(=O)NNC(=O)C12CC3CC(CC(C3)C1)C2,-5,10,1.1,?,2,0,1
COCCNC(=O)C[C@H]1CC[C@@H]2[C@H](COC[C@@H](O)CN2C(=O)Nc2ccc3c(c2)OCO3)O1,7,0,-1.8,-6,-4,4[16.7 µM],-1
O=Nc1ccccn1,.,1,1.3,-20,3,.,2
CCC(=O)NNC(=O)c1c(O)c2ccccc2[nH]c1=O,-2,-3,-0.4,5,8,-2,-1
Cc1ccc(OCCN2C(=O)c3ccccc3C2=O)c([N+](=O)[O-])c1,-2,1,-3.9,7,8,.,1
CO[C@H]1CN(C)C(=O)c2cc(NC(=O)c3cnccn3)ccc2OC[C@H](C)NC[C@@H]1C,0,13,-0.5,0,-1,-4[16.7 µM],-1
Cc1cc(C)n(CC(C)C(=O)O)n1 (stereo not given),-2,-9,-1.6,.,-2,-6,6
Cc1ccc(NS(=O)(=O)c2c(C)[nH]c(=O)[nH]c2=O)cc1F,-3,2,1.3,-2,-3,-6,-2
Cc1ccccc1-c1nc2cc(NC(=O)C3CC3)ccc2o1,-7,3,-1.1,2,0,-6,0
Cn1cnnc1SCC(=O)Nc1ncc([N+](=O)[O-])s1,9,2,-1.3,0,-3,1,39*
CCN(CC(=O)NCc1ccc(F)cc1)C(=O)c1ccc(C)o1,-7,-1,-0.2,-2,-4,-6,0
CO[C@@H]1CN(C)C(=O)c2cc(NC(=O)Cc3ccccc3)ccc2OC[C@H](C)N(CC2CC2)C[C@@H]1C,-4,2,-0.5,-4,-2,.,0
COC(=O)[C@]12C[C@H](CC(=O)NCC34CC5CC(CC(C5)C3)C4)C(=O)N(CCC3=CCCCC3)C1=C[C@H](COCc1ccccc1)O[C@@H]2C,.,3,4.0,7,0,.,5
Cc1cc(-c2ccccc2)nc(N(C)NC(=O)C2CC2)c1S(C)(=O)=O,4,3,8.5*,2,-1,11,-2
O=C(Nc1cccnc1)C1Cc2c(-c3ccccc3Oc3ccccc3)ccnc2O1 (stereo not given),0,8,2.0,8,2,.,1
Cc1nc2ccccc2n1/N=C/c1ccc([N+](=O)[O-])s1,-1,-1,.,7,0,.,-3
CN(C)C(=O)Cn1c(=O)n(S(=O)(=O)c2ccccc2)c2ccccc21,3,7,-0.3,7,-1,18,-1
c1ccc(CNc2nc(NCCc3ccncc3)c3sccc3n2)cc1,7,2,3.5,-1,-3,-13,-1
C[C@H](CO)N1C[C@H](C)[C@@H](CN(C)C(=O)NC2CCCCC2)Oc2ccc(NS(=O)(=O)c3ccc(F)cc3)cc2C1=O,-4&-10&2,-6&3&-8,2.9&-0.9&-3.1,-5&7&-4,5&-1&1,44[16.7 µM],-4&1&5
CCc1nc2ccccc2c(C(=O)NCc2ccccc2)c1C,-4,-1,-2.3,.,3,.,2
OC[C@@H]1[C@H](c2ccc(-c3ccc(F)cc3)cc2)[C@H]2CN(Cc3ccncc3)CCCCN12,-2,3,2.4,-5,3,0[16.7 µM],1
O=C(COC(=O)/C=C/c1ccc(F)cc1)NCc1ccc2c(c1)OCO2,0,2,-3.5,1,-4,.,0
Cc1cc(OCCCn2ccnc2)ccc1C(C)C,2,-3,.,4,0,-4,-1
NC(=S)NN=C(c1ccc(F)cc1)C1CC1,-3,2,2.4,?,-5,-5,-1
O=C1CN(S(=O)(=O)c2ccc(Br)cc2)c2ccccc2N1,-4,-1,-1.1,3,-3,-2,2
NC(=O)C1(C(N)=O)OC1c1ccc(Cl)cc1Cl (stereo not given),0,3,0.6,5,.,-3,0
Cn1c2c(c3ccccc31)CCN1CCC[C@]21c1ccccc1,-2,1,0.0,4,5,5,4
COC(=O)c1cc2ccccc2c([N+](=O)[O-])c1O,1,8,0.8,11,1,4,1
C[C@H](CO)N1C[C@H](C)[C@@H](CN(C)C(=O)Nc2cccc3ccccc23)Oc2ccc(NC(=O)CCN3CCOCC3)cc2C1=O,2,2,1.4,-2,.,-2[16.7 µM],.
Cc1noc(C)c1NC(=O)N(C)C[C@@H]1Oc2ccc(NS(=O)(=O)c3ccccc3)cc2CC(=O)N([C@H](C)CO)C[C@H]1C,-1,9,-3.3,4,-2,4[16.7 µM],-1

# A few values from the results shown.
# F508del corr result of `Cc1cc(C)n(CC(C)C(=O)O)n1` (stereo not given) is entered as -1.6
# miR-122 sensor result of `NC(=O)c1nn(CC(=O)Nc2ccc3c(c2)OCO3)cc1[N+](=O)[O-]` is entered as 5
# DENV2 CPE result of `COC(=O)c1cc2ccccc2c([N+](=O)[O-])c1O` is entered as 11
# DENV2 CPE result of `Cc1ccc(NS(=O)(=O)c2c(C)[nH]c(=O)[nH]c2=O)cc1F` is entered as -2

# Records above printed as active in F508del corr:
Compound	SIRT5 inh	ERp5 block	F508del corr	ERAP1 inh	miR-122 sensor	CASP6 VEID inh
Cc1cc(-c2ccccc2)nc(N(C)NC(=O)C2CC2)c1S(C)(=O)=O	4	3	8.5*	-1	11	-2

# Continued.
SMILES,SIRT5 inh,ERp5 block,F508del corr,DENV2 CPE,ERAP1 inh,miR-122 sensor,CASP6 VEID inh
C[C@@H]1CCCCO[C@@H](CN(C)C(=O)Nc2ccc(F)cc2)[C@H](C)CN([C@H](C)CO)C(=O)c2cc(NC(=O)CCC(F)(F)F)ccc2O1,4,4,-2.0,-4,2,7[16.7 µM],-1
CCOC(=O)CCC(=O)Nc1ccc(S(=O)(=O)N2CCCC2)cc1,0,-2,7.0,4,3,-2,7
Cc1ccc(S(=O)(=O)N2CCOCC2)cc1C(=O)N1CC(C)CC(C)C1 (stereo not given),2,0,4.0,3,3,12,0
CCCn1c(CNc2ccccc2O)nc2ccccc21,1,-6,-4.6,7,1,3,5
Cn1/c(=N\NC(=O)c2ccccc2Cl)sc2ccccc21,1,1,2.0,-2,-2,-1,-2
CCOc1ccccc1NC(=O)Nc1cc(C(=O)O)ccc1C,1,4,1.0,9,7,4,-2
O=S(=O)(c1ccc(Cl)cc1)N1CCCc2ccccc21,-7,3,-1.4,3,-2,0,0
C=CCOC(=O)/C(=C/c1cccc2ccccc12)NC(=O)c1ccccc1,.,-2,2.3,-6,-2,0,-1
COc1ccc(C(=O)C2CCCN(Cc3cccc4c3OCO4)C2)cc1OC (stereo not given),0,0,1.3,2,-11,-8,3
O=C(c1cc(COc2ccc(F)cc2Cl)on1)N1CC2C[C@@H]3CC1C[C@H](C2)C3,-4,-4,2.5,-11,1,.,4
CN1C(=O)c2cc(NC(=O)Cc3cccs3)ccc2OC[C@@H]2O[C@@H](CC(=O)NCC3CCCCC3)CC[C@H]21,-2,-1,0.2,-12,0,27[16.7 µM],-1
Cc1ccc(C(O)c2ncc(-c3ccc4ccccc4c3)[nH]2)cc1 (stereo not given),-3,4,-0.2,76*,-4,3,-1
N/C(=N\N=C\c1cccs1)SC1CC(=O)N(c2ccc(Br)cc2)C1=O (stereo not given),-1,2,-1.7,-1,5,.,2
Cc1ccccc1OCC(=O)NCc1ccccc1,0,-1,0.1,5,0,.,0
CN1C(=O)NC(c2ccc(Cl)cc2)C2=C1CC(C)(C)CC2=O (stereo not given),-2,1,-2.5,2,2,-3,2
CC(C)NC(=O)N(C)C[C@@H]1Oc2ccc(NC(=O)Nc3ccc(C(F)(F)F)cc3)cc2C(=O)N([C@H](C)CO)C[C@@H]1C,.,2,-4.0,-10,-3,-7[16.7 µM],-2
CCOc1ccc(N2C=Nc3ccc(OCC)cc3C2)cc1,3,0,-0.5,5,4,-1,3
C[C@@H]1CCCCO[C@@H](CN(C)S(=O)(=O)c2cccs2)[C@@H](C)CN([C@H](C)CO)C(=O)c2cc(NC(=O)Cc3ccccc3)ccc2O1,.,.,-0.5,-4,.,7[16.7 µM],.
Cc1sc2ncnc(NCC(O)c3ccccc3)c2c1C (stereo not given),-2,1,1.1,-3,0,-11,-2
CC(Oc1ccccc1)C(=O)Nc1ccccc1O (stereo not given),-3,-2,.,.,4,-1,0
N#C[C@@H]1[C@H](c2ccc(C#Cc3ccc(F)cc3)cc2)[C@@H](CO)N1C(=O)C1CCC1,-1,7,3.6,16,-5,.,-2
COc1ccccc1N1CCN(C(=O)C(=O)c2c[nH]c3ccccc23)CC1,-1,0,-0.5,-7,4,.,-2
COc1cccc(OCC(=O)NNC(=O)Cc2cccs2)c1,0,-7,.,2,0,.,0
C=CC[C@@H](CC(=O)N[C@@H](CO)Cc1ccccc1)C(=O)N[C@H](COC(=O)[C@@H](CC=C)CC(=O)OC(C)(C)C)Cc1ccccc1,.,2,0.0,-9,.,.,-6
O=C(Nc1nnc(SCc2c(Cl)cccc2Cl)s1)c1cccc([N+](=O)[O-])c1,0,-1,1.2,-5,-1,19,0
CC(C)(C)c1ccc(C(=O)N/C(=C\c2cccs2)C(=O)N2CCOCC2)cc1,-2,5,0.4,-7,-6,0,1
C[C@@H]1CN([C@@H](C)CO)S(=O)(=O)c2ccc(-c3cccc(C#N)c3)cc2O[C@H]1CN(C)C(=O)Nc1ccccc1F,2,-4,3.3,-1,1,-1[16.7 µM],8
CC(=O)Nc1ccc(NC(=O)C2(C)Cc3c(-c4cccc(C(N)=O)c4)ccnc3O2)cc1 (stereo not given),14,-2,-3.4,-2,4,0,0
CCCOc1ccc(C(F)(F)F)cc1NC(=O)c1cc(C)on1,-4,-7,-3.1,-1,-2,-1,-4
C[C@H](NC(=O)C[C@H]1CC[C@@H](NC(=O)C2CC2)[C@H](CO)O1)c1ccccc1,-3,4,0.6,-5,0,.,-3
CCOC(=O)c1c(NC(=O)C2C3CCC(O3)C2C(=O)O)sc2c1CCC(CC)C2 (stereo not given),2,2,-1.1,2,5,6,7
O=C(Cn1cc([N+](=O)[O-])cn1)NCc1ccccc1Cl,.,-6,-0.2,4,0,8,1
C[C@H](CO)N1C[C@H](C)[C@@H](CN(C)Cc2ccc(C(=O)O)cc2)Oc2ccc(NS(=O)(=O)c3cccs3)cc2CC1=O,1,43*,-2.7,0,1,.,2
CN(C)C(=O)c1cccc(-c2ccc([C@@H]3[C@@H](CO)N4C(=O)CN(C(=O)C5CCCC5)C[C@@H]34)cc2)c1,-1,3,-0.6,-4,0,.,1
CCOC(=O)N1CCN(C(=O)C2CCN(S(=O)(=O)c3cc(OC)ccc3OC)CC2)CC1,8,-3,0.2,-4,-1,.,-3
O=C(NCC[C@@H]1CC[C@H](NC(=O)C2CC2)[C@H](CO)O1)Nc1ccc(Cl)cc1,-2,-2,-1.8,-6,0,.,-2
Cc1ccc(S(=O)(=O)NCC[C@H]2CC[C@@H](NC(=O)Nc3cccc(F)c3)[C@H](CO)O2)cc1,-1,-2,-0.3,-1,-4,.,0

# Rows are unselected (roughly 4% active in at least one column).
